m5-HT2A agonist: mouse HTR2A agonism via beta-arrestin recruitment. CHO-K1 mHTR2A beta-arrestin complementation, luminescence; percent of 30 µM serotonin response. activation, % at 7.6 µM. 360,000 tested, 0.66% active. AID 624169;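 active = activation above a run cutoff, the mean activation of all tested compounds plus 3 SD, cut at about 14% in these data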;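 note: 0% = plate median of compound wells and 100% = 30 µM serotonin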
Target sequence (P35363 whole entry, looked up): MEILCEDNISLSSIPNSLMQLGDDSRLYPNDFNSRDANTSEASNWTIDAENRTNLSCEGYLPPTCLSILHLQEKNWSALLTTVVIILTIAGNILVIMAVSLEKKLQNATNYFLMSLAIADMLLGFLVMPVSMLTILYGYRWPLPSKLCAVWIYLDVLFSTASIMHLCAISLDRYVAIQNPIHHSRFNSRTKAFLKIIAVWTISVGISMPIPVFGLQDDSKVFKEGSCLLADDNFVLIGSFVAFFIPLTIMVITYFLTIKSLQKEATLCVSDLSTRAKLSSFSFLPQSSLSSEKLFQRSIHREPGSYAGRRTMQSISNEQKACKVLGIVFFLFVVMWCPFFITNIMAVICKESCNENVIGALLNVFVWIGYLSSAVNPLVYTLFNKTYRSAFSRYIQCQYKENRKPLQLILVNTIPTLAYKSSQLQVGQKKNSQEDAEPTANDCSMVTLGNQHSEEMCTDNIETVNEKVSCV
aDG glyco up: alpha-DG glycosylation activation; Pro5-aDG cells, alpha-DG glycosylation AlphaScreen (IIH6); 0% Pro5, 100% B10-LARGE cell signal; activation, % at 10 µM; 360,000 tested, 0.22% active; AID 624168;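 active = activation of at least 8% versus controls, or a plate z-score of at least 8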;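 note: Pro5 are CHO cells carrying HIG-tagged alpha-DG that lacks glycosylation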
Vif inh: blocks HIV Vif function; HEK293T cells, Vif self-association by quenched fluorescence, imaging, 24 h; 340,000 tested, 0.35% active; inhibition, % at 7.49 µM; AID 602346; in the data active = inhibition above about 50%, passing the limit was not always enough; note: some results filed as inactive read as strong as hits
MC4R antag cAMP: blocks human MC4R cAMP signaling. P32245. MC4R-expressing cells, MTII-stimulated cAMP, LANCE TR-FRET. inhibition, % at 6.5 µM. 360,000 tested, 0.48% active;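 active = inhibition above its plate's cutoff, the mean of tested wells on that plate plus 3 SD, cut at about 29% in these data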;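 note: 0% = Melanotan II alone and 100% = Melanotan II plus saturating MCL0020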
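Material: human MC4R-expressing U2OS cells. Probe or stimulus: Melanotan II challenge. Dosing: 6.5 µM single dose. Times: 30-min compound, 1-h challenge, 1-h detection, room temperature. Technique: TR-FRET with Eu-cAMP and labeled anti-cAMP, 671 nm. Replication: singlicate.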
Glyco luc inh: blocks N-linked glycosylation in D54 reporter cells; D54 ERlucT glycosylation luciferase reporter, 24 h; percent of 100 nM tunicamycin response; reporter increase, % at 12.5 µM; 360,000 tested, 0.23% active; AID 588692;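 active = mean luciferase reporter signal, scaled so untreated is 0 and the glycosylation-blocking control 100, at or above a set limit in every replicate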;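 note: luciferase carries N-glycosylation sites so blocking glycosylation raises the light; 0% = median of neutral control wells and 100% = median of 100 nM tunicamycin wells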
MC4R ag barr: activates human MC4R beta-arrestin recruitment. U2OS MC4R beta-arrestin complementation, luminescence; percent of melanotan II response, DMSO zero. AID 540308. P32245. 360,000 tested, 0.98% active. activation, % at 8.9 µM;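 active = activation above a per-plate cutoff, the mean activation of sample wells on that plate plus 3 SD, cut at about 8% in these data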
ABCB6 inh MLPCN: inhibitors of human ABC transporter ABCB6 | AID 602162 | 360,000 tested, 0.19% active | K562-ABCB6 porphyrin accumulation, flow cytometry, 1 h; stronger effect = lower value | fluorescence ratio to DMSO, % at 10 µM;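 active = fluorescence ratio to DMSO below 75%, the collection mean minus 3 SD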;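 note: signal is porphyrin accumulated inside mitochondria; 100% equals median channel fluorescence of DMSO control wells; lower ratio means ABCB6 inhibition with less porphyrin fluorescence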
CaV13 FRET inh: Disruptors of the CACNA1D IQ motif to Ca2+-dependent inactivation inhibitor domain association, primary screening, Förster resonance energy transfer in intact living …; HEK cells, CFP/YFP FRET ICDI-IQ, plate reader, 10 min; percent FRET-ratio fall versus neutral wells; inhibition, % at 12.3 µM; 340,000 tested, 0.098% active; AID 743397;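 active = mean replicate inhibition of at least 30% and at least 1% of replicates passing that level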;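 note: 0% = median of the neutral control wells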
Cardio protect: modulators protecting cardiomyocytes from myocardial damage. 360,000 tested, 0.63% active. H9c2 cardiomyocytes, H2O2 injury protection, ATPLite, 2 h. protection from H2O2 cell death, % at 20 µM;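 active = compounds giving at least 50% protection of heart cells from peroxide-induced death in the single-dose screen, raw or plate-pattern-corrected value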;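 note: 0% = DMSO wells with peroxide and 100% = DMSO wells without peroxide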
PDI inh: blocks human protein disulfide isomerase activity. P07237. PDI insulin aggregation turbidity, A650, 90 min. inhibition, % at 10 µM. 350,000 tested, 0.052% active;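 active = mean inhibition across replicates of 30% or more, whatever share of single replicates reach that level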;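 note: absorbance from insulin aggregation driven by PDI reduction with DTT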
Target sequence (P07237 whole entry, looked up): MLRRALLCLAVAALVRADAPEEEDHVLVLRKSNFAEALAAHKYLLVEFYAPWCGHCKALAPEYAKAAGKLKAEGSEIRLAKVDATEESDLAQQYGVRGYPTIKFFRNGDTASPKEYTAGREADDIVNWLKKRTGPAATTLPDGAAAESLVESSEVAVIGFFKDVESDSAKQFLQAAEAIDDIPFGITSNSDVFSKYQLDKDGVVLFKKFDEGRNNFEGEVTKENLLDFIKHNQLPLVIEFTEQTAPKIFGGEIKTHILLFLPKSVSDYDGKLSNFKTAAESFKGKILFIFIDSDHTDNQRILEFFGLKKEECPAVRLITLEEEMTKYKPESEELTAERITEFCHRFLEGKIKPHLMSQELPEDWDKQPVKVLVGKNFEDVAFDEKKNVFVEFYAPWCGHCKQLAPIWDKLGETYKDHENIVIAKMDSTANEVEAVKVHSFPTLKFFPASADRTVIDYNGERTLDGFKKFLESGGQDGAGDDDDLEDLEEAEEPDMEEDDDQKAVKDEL
Active calls of the source: *; / = not tested or not shown.

SMILES	m5-HT2A agonist	aDG glyco up	Vif inh	MC4R antag cAMP	Glyco luc inh	MC4R ag barr	ABCB6 inh MLPCN	CaV13 FRET inh	Cardio protect	PDI inh
Cc1nn(C(C)C(=O)NCC2CCCO2)c(=O)c2cc3occc3n12 (stereo unspecified)	7	-0.2	-2	-3	3	-2.5	102	/	4	4
COC(=O)c1[nH]c2ccc(C)cc2c1NC(=O)NC1CCCCC1	12	-0.2	3	-1	0	1.1	92	/	20	5
COC(=O)c1ccc(NC(=O)c2ccc[n+]([O-])c2)cc1	4	-0.2	11	9	3	-1.4	97	-2	-4	-29
COc1ccc(CNC(=O)C2CCN(C(=O)N3CCOc4ccc(C)cc43)CC2)cc1	2	0.1	-7	13	0	-2.2	97	/	-10	1
COC(=O)c1ccccc1NC(=O)CCn1c(=O)oc2ccccc21	-3	0.0	-4	-3	-1	-1.2	102	-6	4	1
O=C(CCc1nc(-c2ccc(Cl)cc2)no1)OCc1ccc(Br)cc1	-5	-0.1	/	2	3	-1.6	95	/	3	0
Cc1ccccc1-n1c([C@@H]2C[C@H]2c2ccccc2)n[nH]c1=S	2	-0.1	-6	16	4	-1.8	102	-5	-3	4
Cc1ccc(C(=O)N(C)CC(=O)Nc2ccc(F)c(F)c2F)o1	5	-0.2	0	16	-1	0.5	99	-1	3	1
O=C(/C=C/c1cccc([N+](=O)[O-])c1)c1ccc2c(c1)OCCO2	-1	-0.1	3	-2	31*	-2.1	97	-3	-2	19
COC(=O)c1ccc(C2c3[nH]c4ccccc4c3C[C@H]3C(=O)N(C4CC4)CC(=O)N23)cc1 (stereo partly specified)	0	0.0	-5	11	-2	1.0	98	-3	23	-8
COc1cccc(/C=N/NC(=O)c2cccc3ccccc23)c1OC	-2	-0.1	14	-3	-1	-1.2	100	-3	-1	1
Cc1cc(Cl)c(OCCOCCN2CCC(C)CC2)c(Br)c1	-2	0.6	-5	1	-3	-2.2	105	-9	5	0
COC(=O)c1ccc(/C=C/c2c(-c3ccc(OC)cc3)sc3ccccc23)cc1	-2	-0.3	-5	-3	-2	-0.7	98	-11	-9	5
O=C(CSc1nnc(CNC(=O)c2cccs2)o1)Nc1ccccc1C(F)(F)F	4	0.0	-2	-4	1	-0.3	100	-2	-2	8
Cc1ncsc1CCOC(=O)c1ccc(Cl)cc1	5	0.2	-8	18	-1	1.4	101	-4	-10	-2
CN(C(=O)c1cccc(NC(=O)Cc2ccc(NC(=O)C3CCN(S(=O)(=O)c4cccc([N+](=O)[O-])c4)CC3)cc2)c1)C1CC1	2	0.0	0	1	2	-4.1	101	-10	-6	-12
CC(=O)NC(c1ccccc1)c1nc(-c2ccc(F)c(Cl)c2)cs1 (stereo unspecified)	-9	0.0	-5	2	-3	1.2	95	-4	-12	-1
COc1ccc(C(CCN2CCCC(C)C2)c2c(OC)cc(OC)c3c(C)cc(=O)oc23)cc1 (stereo unspecified)	-5	0.3	1	-4	-4	-2.8	95	-5	5	0
COc1cc(C(=S)N2CCOCC2)ccc1OC(=O)Cc1ccc(F)cc1	-1	0.2	0	3	2	-1.8	98	-7	3	3
COc1ccc(/C=C/c2nnc(NC(=O)C(C)(C)C)s2)cc1	5	0.0	-8	4	-3	0.5	91	-6	1	-4
O=C(Nc1ccccc1F)c1ccn[nH]1	-2	-0.3	0	0	2	-1.2	94	-5	-5	9
CSc1ccc(S(=O)(=O)N(CC(=O)NCc2ccccn2)c2ccc(C)cc2)cc1	-1	0.1	-11	16	-2	0.4	98	-2	0	5
CCCc1nnc(NC(=O)CSc2nnc(-c3ccco3)n2C)s1	-1	0.0	14	2	0	-0.2	97	-5	8	-1
O=C(CNS(=O)(=O)c1cccc(C(F)(F)F)c1)Nc1ccccc1F	2	0.1	-12	2	-1	0.9	101	-9	-3	3
COC(=O)c1ccccc1S(=O)(=O)N(CCCN1CCOCC1)Cc1cccs1	-4	0.5	2	4	2	-0.6	95	-4	-3	4
O=C(c1cc(C(=O)NCCc2ccccc2)c(=O)n(CCc2ccccc2)c1)c1cc(Cl)ccc1O	4	-0.4	-1	7	-8	-0.9	95	-1	-29	7
COC(=O)c1cccc(OCC(O)Cn2cnc3cc(C)c(C)cc32)c1 (stereo unspecified)	5	0.1	-9	5	0	0.1	90	-4	-7	2
COCCOC(=O)c1c(C)oc2ccc(NS(=O)(=O)c3ccc(F)cc3)cc12	-3	0.0	-14	-1	-3	-2.3	97	-6	-2	0
Cc1cccc(Nc2nc(NCc3ccco3)nc(N)c2[N+](=O)[O-])c1	-3	-0.2	0	-7	-2	4.8	90	-13	-7	-2
CCOC(=O)CCCNC(=O)COC(=O)[C@@H]1CCCN1S(=O)(=O)c1ccc(Cl)cc1	1	0.0	-1	12	1	-0.9	91	-6	7	-2
Cc1ccc(S(=O)(=O)NCC2(c3ccccc3)CCOCC2)cc1	-1	-0.3	0	-1	-1	-1.8	102	-2	-7	2
Fc1ccc(NCc2cccnc2)cc1F	1	-0.1	8	0	2	-2.1	512	-8	-9	-22
COc1ccccc1/C=C/CN1CCCCC1	-9	0.1	2	4	0	-0.4	100	-3	1	0
CC(=O)NC(CCC(=O)O)C(=O)O (stereo unspecified)	2	0.0	-7	10	1	-0.5	99	-5	-2	3
Nc1c(C(=O)CSc2nc(-c3ccccc3)cs2)c(=O)[nH]c(=O)n1C1CC1	4	0.2	/	2	-8	1.9	100	-3	8	6
CCc1c(C(C)=O)oc2ccc3c(C)cc(=O)oc3c12	6	0.2	-2	-43	1	0.2	96	-6	7	9
CCC(=O)Nc1ccc2c(c1)nc1n2CCN(C2CCCCC2)C1	-5	0.0	4	6	0	-0.8	95	-7	-2	7
Cn1cnc([N+](=O)[O-])c1Sc1ncn[nH]1	7	-0.4	-4	19	8	0.2	96	-3	-1	-4
Cc1cccc(COc2ccc(/C=N/NC(=O)c3nnn(-c4nonc4N)c3C)cc2)c1	-3	0.2	-1	17	2	-1.4	99	-3	-1	2
CCOc1ccc(S(=O)(=O)NCCC(=O)N2CCN(c3ncccn3)CC2)cc1	3	0.1	-10	-5	1	-1.7	98	-4	-3	-3
COc1ccc(C(=O)NCCn2cc(SCC(=O)NCC3CCCO3)c3ccccc32)cc1 (stereo unspecified)	3	-0.1	-3	1	-6	-1.3	105	-3	9	3
O=C(CN1C(=O)NC2(CCCCC2)C1=O)Nc1ccc2[nH]c(=O)[nH]c2c1	-10	-0.3	-1	-2	1	-5.0	99	-6	-2	-2
CN(C(=O)CSC1=Nc2ccccc2C2=NC(c3ccccc3)C(=O)N12)C1CCCCC1 (stereo unspecified)	-3	0.3	0	5	6	-3.4	99	/	21	3
O=C(CN1C(=O)NC2(CCCC2)C1=O)OCCOc1ccc(F)cc1	1	-0.5	-6	6	1	-1.1	97	-3	8	-4
COC(=O)c1cc2occc2n1Cc1nc(-c2cccc(Cl)c2)oc1C	-3	0.1	-3	11	-2	-0.1	101	-6	-13	15
CN1C(=O)CC(N2CCN(C(=O)c3ccccc3)CC2)C1=O (stereo unspecified)	4	1.1	10	3	0	0.6	104	/	-2	1
Cc1ccc(Nc2n[nH]c(C)c2[N+](=O)[O-])cc1	-2	0.1	-8	16	-2	-0.8	101	-5	-1	7
COc1ccc(/C=C/C(=O)NCc2ccc(F)cc2)cc1S(=O)(=O)N1CCOCC1	-7	0.0	-15	-1	1	-0.2	95	-1	-5	2
COC(=O)c1ccc(-c2cc(CC3(C(=O)OC)CCN(C(=O)OC(C)(C)C)CC3)on2)cc1	-1	3.8	3	5	3	0.6	103	-9	-4	5
Cc1[nH]c2ccccc2c1C(=O)C(=O)N1CCN(c2ccccc2F)CC1	-5	0.2	11	-9	-4	-1.5	99	-3	-4	1
CCOC(=O)C1CCCCN1Cc1cccc(OC)c1OC (stereo unspecified)	-2	0.2	-2	-2	3	1.1	102	-5	0	-7
Cc1cc(NC(=O)c2ccccc2)n(-c2ccccc2)n1	2	0.1	-8	-2	1	-0.6	95	-7	5	6
COc1ccc(S(=O)(=O)N2CCC(C(=O)N[C@H](C(=O)NCc3ccncc3)C(C)C)CC2)cc1	-2	0.6	8	6	0	-1.1	96	-15	-2	2
O=C(CCCc1c[nH]c2ccccc12)N1CCN(c2ccc(N3CCOCC3)nn2)CC1	-7	0.5	6	-5	0	0.4	100	-5	2	8
CCOc1ccccc1N(CC(=O)NCCc1ccc(OC)c(OC)c1)S(=O)(=O)c1ccccc1	-1	0.0	-3	2	-2	-0.6	100	-4	2	12
Cc1ccc(NC(=O)Cn2nc(-c3ccccc3Cl)ccc2=O)c(Br)c1	6	0.1	-3	26	1	-2.0	97	/	4	5
CC1=C(C(=O)N2CCCCCC2)CC(CC(=O)NCCN2CCOCC2)C(=O)N1CCCN1CCCC1=O (stereo unspecified)	1	-0.5	/	/	/	/	101	-11	/	/
COc1ccc(C(=O)NCCS(=O)(=O)NCc2ccc3c(c2)OCO3)cc1	2	0.0	-2	-2	2	0.3	99	-6	-3	1
Cc1ccc(NC(=O)CSc2nccn2Cc2ccccc2)cc1C	1	0.6	-6	11	2	3.0	106	/	-13	-6
Cc1cccc(C(=O)N2CCN(S(=O)(=O)N3CCCCC3)CC2)c1	8	0.1	3	12	-1	-2.6	96	-6	2	4

Continued; it opens with the 2 that closed the last part.
SMILES	m5-HT2A agonist	aDG glyco up	Vif inh	MC4R antag cAMP	Glyco luc inh	MC4R ag barr	ABCB6 inh MLPCN	CaV13 FRET inh	Cardio protect	PDI inh
Cc1ccc(NC(=O)CSc2nccn2Cc2ccccc2)cc1C	1	0.6	-6	11	2	3.0	106	/	-13	-6
Cc1cccc(C(=O)N2CCN(S(=O)(=O)N3CCCCC3)CC2)c1	8	0.1	3	12	-1	-2.6	96	-6	2	4
Cc1nnsc1C(=O)N/N=C/c1ccccc1	-4	-0.1	0	-2	0	-1.6	98	-4	13	14
COc1ccc(CN(C(=O)Cn2nnc(-c3ccc(C)o3)n2)C(C(=O)NCC2CCCO2)c2ccco2)cc1 (stereo unspecified)	3	0.0	71*	9	0	1.3	98	-18	9	1
COCCCN(C(=O)c1ccc(N2CCCC2=O)cc1)c1c(N)n(Cc2ccccc2)c(=O)[nH]c1=O	6	-0.4	-1	5	0	0.1	98	-7	7	7
O=C1CC(NS(=O)(=O)c2ccc(F)cc2)CN1c1ccc2c(c1)OCCO2 (stereo unspecified)	-2	-0.1	-3	12	2	-4.0	97	-3	4	-1
Cc1cc(Nc2ccc(Cl)cc2)n2ncnc2n1	4	0.0	3	-5	4	-0.4	102	-6	0	3
COc1ccccc1/C=N/NC(=O)c1cc2c(ccc3ccccc32)o1	5	0.0	9	-4	12	-0.2	91	-2	27	1
COc1ccc(S(=O)(=O)N2CCCCCC2)cc1NC(=O)CC1OC(=O)c2ccccc21 (stereo unspecified)	6	-0.2	3	-8	-3	-1.4	99	-6	-5	11

Records above that bear a hit mark in Vif inh:
molecule	m5-HT2A agonist	aDG glyco up	Vif inh	MC4R antag cAMP	Glyco luc inh	MC4R ag barr	ABCB6 inh MLPCN	CaV13 FRET inh	PDI inh
COc1ccc(CN(C(=O)Cn2nnc(-c3ccc(C)o3)n2)C(C(=O)NCC2CCCO2)c2ccco2)cc1 (stereo unspecified)	3	0.0	71*	9	0	1.3	98	-18	1
